TRHR PAM = qHTS for Small Molecule Agonists and Allosteric Enhancers of Human TRH Receptor: Primary Screen for Enhancers. TRHR cells, fluo-8 calcium fluorescence, EC20 TRH enhancement. enhancement, % at 2 µM. actives 0.66% (n = 360,000); in the data active = enhancement above about 30%; also: 0% is about no effect
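Enhancer read-out: after compound pinning and an initial kinetic agonist-mode read, an EC20 of TRH (10 nM final) was injected and fluo-8 calcium signal (Ex 480/Em 530) followed at 1 s/cycle for 100 cycles in TRHR-expressing cells.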
RXFP1 antagonist = qHTS Assay for Antagonists of the Relaxin Receptor RXFP1 | Relaxin receptor 1 (Homo sapiens), Q9HBX9 | activity change, negative = inhibition, % at 57.5 µM | AID 1259400, 2018 | actives 0.59% (n = 350,000) | HEK293-RXFP1, relaxin-stimulated cAMP HTRF, 30 min; stronger effect = lower value;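 active = activity change of -60% or lower, but not beyond a set lower limit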; also: % is scaled to controls: 0 for no effect and ±100 for the full control effect
Target sequence (Q9HBX9 whole entry, looked up): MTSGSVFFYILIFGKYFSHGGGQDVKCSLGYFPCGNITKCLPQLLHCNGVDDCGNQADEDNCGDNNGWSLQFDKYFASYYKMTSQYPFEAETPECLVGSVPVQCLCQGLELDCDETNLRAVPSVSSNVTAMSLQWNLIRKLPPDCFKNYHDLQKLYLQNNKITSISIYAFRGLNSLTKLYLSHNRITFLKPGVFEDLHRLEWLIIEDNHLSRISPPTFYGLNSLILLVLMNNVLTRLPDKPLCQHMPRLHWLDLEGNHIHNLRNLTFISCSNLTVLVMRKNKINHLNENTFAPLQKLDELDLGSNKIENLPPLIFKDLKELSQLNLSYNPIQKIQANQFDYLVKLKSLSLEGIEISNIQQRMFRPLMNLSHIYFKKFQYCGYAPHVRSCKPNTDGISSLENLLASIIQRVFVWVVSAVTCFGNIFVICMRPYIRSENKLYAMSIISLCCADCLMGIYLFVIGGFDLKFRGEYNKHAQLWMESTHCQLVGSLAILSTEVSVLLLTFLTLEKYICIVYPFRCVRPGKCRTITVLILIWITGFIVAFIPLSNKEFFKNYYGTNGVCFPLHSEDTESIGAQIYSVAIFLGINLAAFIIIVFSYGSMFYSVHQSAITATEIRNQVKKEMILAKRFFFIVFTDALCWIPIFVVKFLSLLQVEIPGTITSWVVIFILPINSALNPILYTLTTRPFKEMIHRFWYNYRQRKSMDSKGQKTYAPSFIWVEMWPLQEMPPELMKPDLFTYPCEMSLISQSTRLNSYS
D1 PAM = Potentiators of Human D1 Dopamine Receptor: qHTS. AID 504651, 2011. potentiation, % at 10 µM. actives 0.036% (n = 360,000). HEK293 TREx D1 cells, calcium flux, dopamine EC20 potentiation; in the data active = potentiation above about 30%; also: 0% is about no effect
D2 antagonist = HTS Assay for Allosteric Antagonists of the Human D2 Dopamine Receptor: Primary Screen for Antagonists; HEK293 TREx D2 cells, calcium flux, dopamine EC80; AID 485344, 2010; inhibition, % at 10 µM; actives 2% (n = 340,000); in the data active = inhibition above about 30%; also: 0% is about no effect
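In this primary screen, negative modulation is detected by tracking calcium flux after an EC80 dopamine challenge in inducible HEK293 T-REx D2 cells preexposed to test compound for 180 s.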
TRHR ag = qHTS for Small Molecule Agonists and Allosteric Enhancers of Human TRH Receptor: Primary Screen for Agonists; Thyrotropin-releasing hormone receptor (Homo sapiens), P34981; TRHR cells, calcium flux fluo-8, FDSS agonist mode; activation, % at 2 µM; actives 0.18% (n = 360,000); AID 493084, 2011; also: 0% is about no effect
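TRHR-expressing cells loaded with fluo-8 calcium dye; 23 nL library compound pin-transferred, kinetic FDSS fluorescence (Ex 480/Em 530) recorded about 180 s for agonist-induced calcium release, before a 10 nM TRH EC20 addition for potentiator mode.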
D1 antag = Antagonist of Human D 1 Dopamine Receptor: qHTS; AID 504652, 2011; HEK293 TREx D1 cells, calcium flux, dopamine EC80; stronger effect = lower value; activity change, negative = inhibition, % at 10 µM; D(1A) dopamine receptor (Homo sapiens), P21728; actives 3.2% (n = 360,000); in the data active = activity change below about -30%; also: % is scaled to controls: 0 for no effect and ±100 for the full control effect
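Tetracycline-induced HEK293 Trex D1 cells, force-coupled to calcium, dye-loaded; compounds added and read 180 s, then EC80 dopamine added and calcium flux tracked kinetically another 180 s.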
D2 potentiator = HTS Assay for Positive Allosteric Modulators of the Human D2 Dopamine Receptor: Primary Screen for Potentiators; D(2) dopamine receptor (Homo sapiens), P14416; HEK293 T-REx D2, calcium flux, EC20 dopamine potentiation; potentiation, % at 10 µM; actives 0.34% (n = 340,000);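 active = potentiation over 3 SD above the plate norm, cut at about 30% in these data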; also: 0% is about no effect
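Potentiation of an EC20 dopamine calcium response measured kinetically over 180 s, after a preceding 180 s compound-only read flagging agonists. Cells: inducible Hek293 Trex D2 line, 4000/well, cultured overnight at 30 C before dye loading.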
D1 ag = Allosteric Agonists of the Human D1 Dopamine Receptor: qHTS. actives 1% (n = 360,000). D(1A) dopamine receptor (Homo sapiens), P21728. activation, % at 2 µM. HEK293 T-REx D1 cells, calcium flux, agonist mode. AID 504660, 2011; also: 0% is about no effect
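Inducible HEK293 T-REx D1 cells, force-coupled to calcium signalling, were plated at 4000 cells/well with tetracycline and held overnight at 30 C. After no-wash calcium dye loading, compound-evoked calcium rise over 180 s flagged agonists.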
D2 agonist = HTS Assay for Allosteric Agonists of the Human D2 Dopamine Receptor: Primary Screen for Agonists; actives 0.53% (n = 340,000); HEK293 T-REx D2 cells, calcium flux agonist mode; activation, % at 2 µM;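 active = activation over 3 SD above normal in the single-dose calcium agonist read, cut at about 30% in these data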; also: 0% is about no effect
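Agonism scored from kinetic calcium signal (1 read/sec, 180 s) following compound pin transfer, after a 10 s baseline. Cells: HEK293 Trex line expressing inducible D2 receptor coupled to calcium, dye-loaded after overnight culture at 30 C.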
* hit, by the source's call; / = no result given; & = joins results of further samples. Rule as the data show it, unless noted: active = activation above about 30%; inactive = the rest.

SMILES	TRHR PAM	RXFP1 antagonist	D1 PAM	D2 antagonist	TRHR ag	D1 antag	D2 potentiator	D1 ag	D2 agonist
Cc1ccc(SC[C@H](C)CN2CC[C@H](NC(=O)OCc3ccccc3)CCC2=O)cc1	3	/	-2	-5	-0.5	-2	-6	0	-0.4
O=C(CCN1C(=O)/C(=C/c2ccccc2)SC1=S)NNC(=O)c1cccnc1	-7	4	-3	5	-0.5	-19	-12	0	0.5
COc1cc(OC)c(C(=O)OCC(=O)N2CCOCC2)cc1OC	29	-7	8	-5	0.5	2	-2	1	1.8
CCNC(=O)N(CCOC)CC1CCCN(C2Cc3ccccc3C2)C1 (stereo not drawn)	6	-1	3	5	0.3	8	-7	0	0.9
CCOC(=O)CN1C=C(c2ccc3ccccc3n2)C(C[N+](=O)[O-])c2ccccc21 (stereo not drawn)	-6	5	-1	-6	1.1	5	-9	2	1.5
O=C1CS(=O)(=O)c2ccccc2N1	0	4	-1	-10	0.2	-13	-8	2	1.4
CCOc1ccc(-c2c(C(=O)N/N=C(\C)c3ccncc3)nnn2-c2nonc2N)cc1	-1	-4	-2	-9	0.6	0	-9	0	0.2
COc1ccc(NC(=O)CC(NC(C)c2ccccc2)C(=O)O)cc1 (stereo not drawn)	3	6	-1	-3	-0.1	-22	12	3	-0.3
COc1ccc(C(c2sc3ncnn3c2O)N2CC(C)OC(C)C2)cc1OC (stereo not drawn)	11	11	2	12	0.5	2	-4	0	-0.3
O=S(=O)(Cc1cc(Cl)nc(-c2ccccc2)n1)c1ccccc1	-2	6	-5	-25	0.0	0	5	3	-0.5
CC(C)c1ccc(N(CC(=O)NCc2ccc(F)cc2)C(=O)c2snc(C(N)=O)c2N)cc1	2	-26	/	-1	0.8	-3	3	11	-2.2
COc1ccc(/C=N/NC(=O)C2c3ccccc3Oc3ccccc32)c(OC)c1	9	-4	-5	15	-1.1	7	-1	3	-0.4
CCOc1ccc(CCNC(=O)c2ccc3c(c2)sc2nc(-c4ccc(F)cc4)cn23)cc1OCC	1	-34	-8	/	1.1	0	-19	2	0.7
Cn1c(Cc2cccc3ccccc23)nnc1SCC(=O)N1CCN(c2cccc(Cl)c2)CC1	-5	7	-2	10	-0.7	/	10	7	-0.4
Cc1ccc(OCC(=O)NCc2ccco2)c([N+](=O)[O-])n1	-1	-6	-10	-4	-0.4	2	-2	3	0.2
Oc1c(CN2CCc3ccccc3C2)cc(Cl)c2cccnc12	11	/	/	11	1.2	10	-21	1	1.5
C(=N\Nc1ccccn1)/c1ccc2c(c1)OCCO2	-1	-4	-7	7	-0.1	-9	2	1	0.1
Cc1nn(CC(=O)NCC(C)c2ccccc2)c(=O)c2cc3occc3n12 (stereo not drawn)	-2	12	2	-15	0.2	-5	-4	1	0.0
CSc1ccc(CNC(=O)c2c(C)noc2C)s1	2	-1	0	-19	-0.8	6	-4	1	0.0
CC(=O)Nc1ccc(C(=O)OCC(=O)NC(=O)NC2CCCCC2)cc1	6	-6	-3	-15	-0.7	-1	9	5	1.1
O=C(COc1cccc([N+](=O)[O-])c1)N/N=C/c1ccco1	12	4	-2	17	0.5	-7	-2	4	0.0
CN(C(=O)Cc1c(C(=O)O)n(C)c2ccccc12)c1ccc(F)cc1	10	15	-3	-6	-0.1	-5	26	2	0.0
COc1ccc(-c2nnc(SCc3ncc(-c4ccccc4)o3)o2)cc1	3	-11	-3	-14	0.8	-3	2	10	1.3
Cc1ccc(S(=O)(=O)CCC(=O)Nc2cccc([N+](=O)[O-])c2)cc1	-11	2	-1	2	-0.3	11	-23	0	-0.4

Rewritten in CSV form: entries from further up
Molecule,TRHR PAM,RXFP1 antagonist,D1 PAM,D2 antagonist,TRHR ag,D1 antag,D2 potentiator,D1 ag,D2 agonist
COc1ccc(C(c2sc3ncnn3c2O)N2CC(C)OC(C)C2)cc1OC (stereo not drawn),11,11,2,12,0.5,2,-4,0,-0.3
O=S(=O)(Cc1cc(Cl)nc(-c2ccccc2)n1)c1ccccc1,-2,6,-5,-25,0.0,0,5,3,-0.5
CC(C)c1ccc(N(CC(=O)NCc2ccc(F)cc2)C(=O)c2snc(C(N)=O)c2N)cc1,2,-26,/,-1,0.8,-3,3,11,-2.2
COc1ccc(/C=N/NC(=O)C2c3ccccc3Oc3ccccc32)c(OC)c1,9,-4,-5,15,-1.1,7,-1,3,-0.4
CCOc1ccc(CCNC(=O)c2ccc3c(c2)sc2nc(-c4ccc(F)cc4)cn23)cc1OCC,1,-34,-8,/,1.1,0,-19,2,0.7
Cn1c(Cc2cccc3ccccc23)nnc1SCC(=O)N1CCN(c2cccc(Cl)c2)CC1,-5,7,-2,10,-0.7,/,10,7,-0.4
Cc1ccc(OCC(=O)NCc2ccco2)c([N+](=O)[O-])n1,-1,-6,-10,-4,-0.4,2,-2,3,0.2
Oc1c(CN2CCc3ccccc3C2)cc(Cl)c2cccnc12,11,/,/,11,1.2,10,-21,1,1.5
C(=N\Nc1ccccn1)/c1ccc2c(c1)OCCO2,-1,-4,-7,7,-0.1,-9,2,1,0.1
Cc1nn(CC(=O)NCC(C)c2ccccc2)c(=O)c2cc3occc3n12 (stereo not drawn),-2,12,2,-15,0.2,-5,-4,1,0.0
CSc1ccc(CNC(=O)c2c(C)noc2C)s1,2,-1,0,-19,-0.8,6,-4,1,0.0
CC(=O)Nc1ccc(C(=O)OCC(=O)NC(=O)NC2CCCCC2)cc1,6,-6,-3,-15,-0.7,-1,9,5,1.1
O=C(COc1cccc([N+](=O)[O-])c1)N/N=C/c1ccco1,12,4,-2,17,0.5,-7,-2,4,0.0
CN(C(=O)Cc1c(C(=O)O)n(C)c2ccccc12)c1ccc(F)cc1,10,15,-3,-6,-0.1,-5,26,2,0.0
COc1ccc(-c2nnc(SCc3ncc(-c4ccccc4)o3)o2)cc1,3,-11,-3,-14,0.8,-3,2,10,1.3

(further entries)
SMILES	TRHR PAM	RXFP1 antagonist	D1 PAM	D2 antagonist	TRHR ag	D1 antag	D2 potentiator	D1 ag	D2 agonist
O=C(c1ccc(Cl)cc1)C1CCN(C(=O)NC2CCCCC2)CC1	-6	-6	-6	3	-0.7	-19	-1	6	0.8
CN(C)CCN(C(=O)/C=C/c1cccs1)c1nc2c(F)cc(F)cc2s1	-6	-7	0	-17	-0.2	6	-6	2	-0.7
Cc1onc(-c2ccccc2)c1C(=O)OCC(=O)NCc1ccc(F)cc1	-4	-16	-3	-4	-1.2	-1	-4	2	-1.8
O=C(Nc1ccc2c(c1)OCCO2)C1CCCN(S(=O)(=O)c2cccs2)C1 (stereo not drawn)	-6	-11	-9	-5	-0.8	2	3	-1	-0.5
COc1ccc(NC(=O)CSc2nccn2Cc2ccco2)c(OC)c1	2&1	4&16	0&0	-4	-0.1&-0.2	-2&4	7&-2	0&2	0.9&-1.5
CC(C)NC(=O)c1ccc2c(=O)n(Cc3ccco3)c(=S)[nH]c2c1	1	0	-2	4	-0.4	-22	4	7	0.2
COc1cc(NC(=O)COC(=O)CSc2ccccc2F)c(C)cc1[N+](=O)[O-]	3	-3	-2	-2	1.1	-21	-11	8	-1.0
CNS(=O)(=O)c1cccc(C(=O)OCC(=O)Nc2sc3c(c2C#N)CCCCC3)c1	10	-3	-7	11	-0.3	-13	-3	2	-0.6
CCc1ccc(NC(=S)Nc2ccc3cn[nH]c3c2)cc1	7	-6	-8	-9	0.1	-4	6	-1	0.0
O=C(NCCc1ccccc1)C1CCCN(C(=O)Nc2ccc(F)cc2)C1 (stereo not drawn)	-1	-13	-2	/	-0.8	-9	/	2	/
CC1(c2ccc(Cl)cc2Cl)OCC(Cn2ccnc2)O1 (stereo not drawn)	1	0	-5	-11	-0.1	-9	-2	6	-0.8
CCCCNC(=O)C1CC(c2ccccc2[N+](=O)[O-])=NO1 (stereo not drawn)	5	/	0	/	0.0	11	/	1	/
CCOC(=O)c1c(-c2ccccc2)csc1NC(=O)C1CCCO1 (stereo not drawn)	4	-31	1	-4	0.4	-1	-4	1	-1.1
CCOC(=O)COc1ccc(Br)cc1C1NC(=O)NC(C)=C1C(=O)NCc1ccccc1 (stereo not drawn)	5	-2	-1	-3	-0.1	4	12	6	-0.1
Cc1ccc2nc(N(Cc3cccnc3)C(=O)C3CCCCC3)sc2c1	3	-27	1	/	-0.1	/	17	3	0.8
CCOC(=O)c1ccc(COc2nc3ccccc3nc2-c2ccccc2NC(C)=O)o1	0	2	4	0	-2.7	-5	/	0	2.4
O=C(NCc1ccccc1Cl)C1CCN(S(=O)(=O)N2CCC3(CC2)OCCO3)CC1	-6	-1	-3	15	-0.7	-17	-4	1	-1.0
COc1ccc(S(=O)(=O)Nc2ccccc2)cc1OC	1	5	0	-22	-2.6	20	18	4	-1.3
COc1cccc(-c2nc(-c3ccc4c(c3)NC(=O)CO4)cs2)c1	5	-30	-1	15	-0.6	8	/	-1	-0.1
CC1CCC(NC(=O)CSc2nncs2)CC1 (stereo not drawn)	-6	19	-7	4	0.5	1	-3	2	0.1
COc1cc(/C=C2\SC(=Nc3ccccc3)NC2=O)cc(Cl)c1O	20	-16	-2	38*	150*	5	-10	157*	74*
CCCCN(CCCNC(=O)CN1N=C(c2ccc(C)cc2)CCC1=O)c1ccccc1	-2	-19	0	/	-0.9	-1	-2	1	1.0
C=CCNC(=O)COc1cc(C)ccc1C	-4	4	-1	-2	-0.2	-7	-3	1	1.1
CC(C)C(NS(=O)(=O)c1cccc2nsnc12)C(=O)N1CCc2ccccc2C1 (stereo not drawn)	-2	-1	-3	-17	-0.4	6	4	0	-0.2
CCn1c(CC(=O)Nc2ccccc2)nnc1SCC(=O)NC1=NCCS1	1	0	-5	30	-0.8	-9	-16	2	-0.6
COc1cccc(CSc2nc3cc(OC)c(OC)cc3c3nc(CCn4nc(C)cc4C)nn23)c1	7	5	-2	/	-0.4	6	3	-2	0.4
CCCn1c(O)c(N=Nc2ccc3ccccc3n2)c2ccccc21	-3	/	-2	-23	2.0	17	-22	2	27
CCCN1Cc2cccc(C(=O)Nc3ccc(S(=O)(=O)N4CCCCCC4)cc3)c2C1=O	0	-6	8	3	0.3	0	11	1	0.3

Screening data deposited in PubChem by National Center for Advancing Translational Sciences (NCATS).
